# Screens as filed in PubChem.
# Efflux pump inh – blocks antifungal efflux pumps in multiplex yeast assay. S. cerevisiae Candida pump triplex, Nile Red efflux. inhibition, % at 10 µM. actives 0.44% (n = 330,000). AID 485275;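 active = plate passing quality check with inhibition over a set limit, or well fluorescence over plate mean plus 4 SD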;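 note: Nile Red retained in pooled yeast measured as flow cytometry median fluorescence; 0% = buffer negative control and 100% = Enniatin B positive control; higher means more Nile Red kept so more efflux inhibition; some compounds called inactive have numbers as strong as hits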
# procasp3 activ – procaspase-3 (human) activation; recombinant procaspase-3 D3A, Ac-DEVD-pNA absorbance 405 nm; activation, % at 8.5 µM; actives 0.11% (n = 330,000);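 active = activation above the mean of all tested compounds plus 3 SD, cut at about 21% in these data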;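 note: 0% = DMSO alone and 100% = DMSO wells spiked with extra 5 µM PC-3 D3A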
#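 assay system = Procaspase-3 D3A mutant | signal = absorbance at 405 nm, 0 and 120 min | times = 1 h preincubation plus 2 h reaction at 25 °C | repeats = single replicate | read-out = % activation between DMSO and enzyme-spiked controls | medium = Zinc-free HEPES saline buffer with Triton X-100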
# JMJD2C inh – blocks human GASC-1 demethylase activity. AID 2099. Q9H3R0. actives 0.069% (n = 330,000). inhibition, % at 2.35 µM. GST-JMJD2C(1-420) H3K9me3 demethylation, DELFIA europium;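 active = more than half of a compound's replicate wells show inhibition beyond 50%, single wells judged on their own value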;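 note: signal counts dimethyl H3K9 product captured on neutravidin plate; 0% = median of DMSO wells and 100% = 0.3 times that DMSO median; strong numbers were not always called active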
# Target sequence (Q9H3R0 1-420 limits assumed): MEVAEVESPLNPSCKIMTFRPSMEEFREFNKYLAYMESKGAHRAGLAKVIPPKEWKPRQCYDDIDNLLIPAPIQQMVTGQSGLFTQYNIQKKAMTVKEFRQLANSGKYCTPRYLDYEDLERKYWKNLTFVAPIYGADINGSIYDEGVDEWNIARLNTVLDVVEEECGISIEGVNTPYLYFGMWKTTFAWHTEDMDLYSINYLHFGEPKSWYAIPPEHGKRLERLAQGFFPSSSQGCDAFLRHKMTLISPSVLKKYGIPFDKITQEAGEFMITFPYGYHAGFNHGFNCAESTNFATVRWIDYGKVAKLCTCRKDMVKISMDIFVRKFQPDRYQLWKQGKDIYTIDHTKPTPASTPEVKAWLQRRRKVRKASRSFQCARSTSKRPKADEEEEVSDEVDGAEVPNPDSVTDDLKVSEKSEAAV
# HCV core dimer – blocks dimerization of HCV core protein | TR-FRET GST/Flag-core106 dimerization, 1536-well | inhibition, % at 5 µM | actives 0.33% (n = 300,000) | AID 1899;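 active = inhibition above the mean of all tested compounds plus 3 SD, set per screening campaign, cut at about 45% in these data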
#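 Material: GST/Flag-tagged HCV core106 proteins. Incubation: 4 h, 22.5 °C incubation. Read-out basis: inhibition (%) from 671 over 617 nm ratio. Measured by: TR-FRET, excitation 340 nm, emission 617 and 671 nm.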
# proCasp7 act – counter-screen: procaspase-7 (human) activation. actives 0.093% (n = 330,000). AID 463210. P55210. activation, % at 8.5 µM. recombinant procaspase-7, Ac-DEVD-pNA absorbance 405 nm; D23A/D198A/D206A triple mutant, cannot self-cleave; scale: DMSO 0, 5 µM enzyme 100;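 active = percent activation above the screen-wide mean plus 3 SD, cut at about 25% in these data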
#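 Test system: Procaspase-7 triple mutant (PC-7 D3A). Also added: Ac-DEVD-pNA substrate, 400 µM as added. Schedule: 1 h enzyme–compound preincubation and 2 h substrate reaction, both 25 °C. Signal: p-Nitroaniline absorbance at 405 nm, read at 0 and 120 min. Control set: low DMSO alone, high DMSO plus 5 µM PC-7.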
# TPT1 inh – blocks Candida albicans tRNA 2'-phosphotransferase. recombinant caTPT1, FP RNA substrate dephosphorylation. inhibition, % at 5 µM. actives 0.81% (n = 300,000). AID 1962;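 active = inhibition above the mean of all tested compounds plus 3 SD, set per screening campaign, cut at about 24% in these data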;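 note: plate controls were DMSO alone for no effect and ferristatin control at 100 nM for full effect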
# PP5 primary – blocks human protein phosphatase 5 activity | P53041 | purified PP5c, OMFP substrate fluorescence | inhibition, % at 6.7 µM | actives 0.18% (n = 320,000) | AID 1987;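 active = inhibition above the campaign's mean inhibition across all tested compounds plus 3 SD, cut at about 9.5% in these data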;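 note: 0% = DMSO only and 100% = 100 µM cantharidin control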
# Target sequence (P53041 whole entry, looked up): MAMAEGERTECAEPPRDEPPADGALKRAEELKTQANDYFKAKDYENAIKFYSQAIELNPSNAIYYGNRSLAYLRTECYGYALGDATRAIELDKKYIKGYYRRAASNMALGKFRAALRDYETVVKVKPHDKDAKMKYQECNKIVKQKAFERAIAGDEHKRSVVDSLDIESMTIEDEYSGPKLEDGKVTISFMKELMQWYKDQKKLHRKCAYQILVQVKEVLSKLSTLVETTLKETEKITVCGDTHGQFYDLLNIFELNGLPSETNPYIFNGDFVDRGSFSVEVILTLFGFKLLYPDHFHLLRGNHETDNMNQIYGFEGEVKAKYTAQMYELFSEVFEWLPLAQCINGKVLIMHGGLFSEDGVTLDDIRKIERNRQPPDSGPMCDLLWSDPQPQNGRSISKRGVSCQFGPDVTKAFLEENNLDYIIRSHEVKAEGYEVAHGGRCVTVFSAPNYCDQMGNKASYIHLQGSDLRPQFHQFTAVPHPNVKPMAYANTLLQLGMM
# PP1 counter – blocks human PP1-alpha phosphatase, a PP5 counter-screen | purified PP1alpha, OMFP fluorescence | inhibition, % at 6.7 µM | actives 0.9% (n = 320,000) | AID 2235;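 active = inhibition above the mean inhibition of all tested compounds plus 3 SD, computed separately for each screening campaign, cut at about 15% in these data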
# Fh CTSL1 inh – counter-screen for PFM18AAP inhibitors: inhibitors of F. hepatica cathepsin L1; AID 1906; actives 0.49% (n = 300,000); recombinant F. hepatica cathepsin L1, Z-Leu-Arg-MCA fluorescence; inhibition, % at 5.96 µM;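 active = inhibition above the mean of all tested compounds plus 3 SD, set per screening campaign, cut at about 17% in these data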;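 note: 0% = plate median of test compound wells and 100% = 1 µM Z-Phe-Ala-diazomethylketone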
# * marks the source's active call; other numbers are inactive results; i = inactive; x = no result given.
Compound	Efflux pump inh	procasp3 activ	JMJD2C inh	HCV core dimer	proCasp7 act	TPT1 inh	PP5 primary	PP1 counter	Fh CTSL1 inh
CCOc1ccc(CCNC(=O)Cn2nc(C)c3c(C)n(-c4ccccc4)nc3c2=O)cc1OCC	0.1	1	1	8	10	-1	1.8	-3	0
COc1cc2c(cc1NC(=O)CSc1nnnn1-c1ccccc1)oc1ccccc12	-0.1	0	-4	4	4	2	0.0	-2	0
CCc1ccc(C(=O)CN2C(=O)C(C)N(c3ccc(C)cc3)C2=O)cc1 (configuration not stated)	0.0	-2	-5	0	-9	0	3.1	-1	-1
COc1ccc(C)cc1NC(=O)NCc1ccc(F)cc1	-0.1	-6	22	-6	-4	-1	3.7	3	-3
O=C(Cn1nnc2ccccc21)NNC(=O)c1ccccc1	-0.1	-4	7	-1	7	3	-0.5	-1	-3
CN1CCN(C(=O)/C(=C/c2cn(S(=O)(=O)N(C)C)c3ccccc23)NC(=O)c2ccccc2Cl)CC1	0.3	5	-1	2	1	6	0.8	-3	4
CCOC(=O)CN1C(c2ccc(O)cc2)Nc2ccc(Br)cc2C1c1ccccc1 (configuration not stated)	-0.1	5	-28	5	6	-1	0.8	-1	5
O=S(=O)(c1ccc(F)c2ccccc12)N1CCCCC1	0.2	-5	1	-5	-1	-2	3.2	0	-5
COc1ccc(-c2ccc(CCC(=O)O)o2)cc1	0.0	-21	4	3	-41	-3	-0.6	-3	6
Cc1[nH]c2ccc(C(=O)NCCCN3CCN(C)CC3)cc2c1C	0.5	7	60	-3	0	0	-2.9	-11	-3
Cc1cc(C)nc(SCC(=O)Nc2ccc(Br)cn2)n1	0.0	0	-2	-1	9	0	1.8	-1	-2
Cc1c(C)n(Cc2ccccc2)c2ncnc(Cl)c12	-0.2	12	3	-5	10	-1	-0.7	0	1
CCC1CN(C(=O)N2CCC(C(=O)Nc3ccccc3OC)CC2)c2ccccc2O1 (configuration not stated)	-0.1	6	0	7	2	-1	0.3	-2	-2
C=CC[n+]1c(-c2ccccc2)csc1NC(C)(C)C	-0.1	0	14	-2	8	-3	0.6	-5	0
COC(=O)c1cn(NC(=O)/C=C/c2cccc(OC)c2OC)c(=O)c2ccccc12	0.2	9	12	9	2	-2	0.3	-1	1
CSc1ccc(CN2CCC(n3nccc3NC(=O)C3CCOC3)CC2)cc1 (configuration not stated)	0.1	0	3	0	9	-2	0.7	0	1
CC(C)c1ccc(NC2CCCN(C(=O)c3ccsc3)C2)cc1 (configuration not stated)	-0.2	6	-2	12	8	-1	2.3	1	3
O=c1cc(C(F)(F)F)nc(SCc2cccc3ccccc23)[nH]1	-0.5	3	-1	7	14	-6	0.8	6	-1
CCOCCCNS(=O)(=O)c1cc(Br)cc2c1N(C(=O)C1CC1)CC2	-0.2	1	2	0	5	-2	3.0	-1	0
CCc1cccc(NC(=O)Cn2c(-c3ccccc3)cc(C(C)=O)c2C)c1	-0.4	-6	-6	4	11	-2	3.8	0	-3

# Profiles, looked up by structure. Order of values: Efflux pump inh, procasp3 activ, JMJD2C inh, HCV core dimer, proCasp7 act, TPT1 inh, PP5 primary, PP1 counter, Fh CTSL1 inh
# Profile of CCc1cccc(NC(=O)Cn2c(-c3ccccc3)cc(C(C)=O)c2C)c1 : -0.4, -6, -6, 4, 11, -2, 3.8, 0, -3
# Profile of O=S(=O)(c1ccc(F)c2ccccc12)N1CCCCC1 : 0.2, -5, 1, -5, -1, -2, 3.2, 0, -5

# Going on with the list:
Compound	Efflux pump inh	procasp3 activ	JMJD2C inh	HCV core dimer	proCasp7 act	TPT1 inh	PP5 primary	PP1 counter	Fh CTSL1 inh
O=[N+]([O-])c1ccc(Cl)cc1N1CCOCC1	-0.2	6	1	-5	4	3	-2.9	-9	0
COCCCNC(=O)Cc1c(C)c2cc3c(cc2oc1=O)OC(C)(C)CC3	-0.2	-1	-1	3	1	1	-1.4	-3	5
COc1ccc(C(=O)NCc2oc(-c3ccccc3)cc2C(=O)O)cc1	0.1	-1	12	9	3	3	2.8	-1	-1
CC(C)c1cccc(C(C)C)c1NC(=O)Cn1c(=O)cnc2ccccc21	0.0	-4	-2	-4	-1	3	3.1	-2	3
c1ccc2nc3[nH]cnc3nc2c1	0.0	2	7	-3	5	-1	4.2	2	4
O=C(NC1CCCCCCC1)c1ccccc1-c1ccccc1	0.1	-1	3	12	4	-1	2.3	0	-2
CC(NC(=S)Nc1ccccc1Cl)C(c1cccs1)N1CCCC1 (configuration not stated)	0.0	-5	-2	3	-29	0	2.6	-1	2
COc1ccc(-n2c(C)cc(C(=O)COc3ccc(-n4cnnn4)cc3)c2C)cc1	0.8	10	-8	42	-3	-3	-1.0	6	2
CN1CCN(CCN2CCn3c2nc2ccccc23)CC1	-0.1	3	-8	-17	-8	-2	2.1	1	-1
O=C(O)c1ccccc1C(=O)N1CC=C(c2ccccc2)CC1	0.0	7	5	2	5	-7	-1.8	-1	-2
Cc1ccc(S(=O)(=O)Nc2ccc(C(=O)N3CCCC3)cc2)c(C)c1NS(C)(=O)=O	-0.2	3	14	-3	-10	0	1.1	2	-3
Cc1ccc(/C=N/NC(=O)c2ccncc2)o1	-0.1	-6	16	-1	-2	2	1.2	-1	3
CN(CC(=O)Nc1ccc(Cl)cc1)c1ccc(S(=O)(=O)N2CCCCC2)cc1[N+](=O)[O-]	0.3	-5	3	12	-9	2	6.2	3	3
O=C(NCc1ccc2c(c1)OCO2)c1ccc(Cl)c(S(=O)(=O)NCc2ccccc2)c1	-0.4	-5	-2	-4	-4	-2	2.2	-3	-4
Cc1cc(C)cc(OCC(=O)Nc2ccc(N3CCCC3)cc2)c1	0.0	3	4	7	2	7	0.2	19*	2
O=C(N/N=C/C(Br)=C\c1ccccc1)c1n[nH]c2c1CCC2	0.0	-1	1	6	-18	4	-0.8	8	-1
O=C(NC1CCCC1)C1CC(O)CN1C(=O)Nc1ccccc1 (configuration not stated)	0.1	8	-2	2	-2	0	3.9	1	-3
O=C(CN1CCC(NC(=O)c2ccccc2)CC1)NCc1ccccc1F	-0.1	4	9	10	1	-1	-1.1	0	-3
O=C(O)c1cc(-c2ccc(N3CCOCC3)cc2)nn1-c1ccc(F)cc1F	0.0	-6	1	-6	5	4	1.9	24*	2
CC(OC(=O)c1ccc2c(=O)n3c(nc2c1)CCC3)C(N)=O (configuration not stated)	0.1	4	-33	2	0	8	1.2	-4	-6

# Retrieved by compound from above (two):
Compound	Efflux pump inh	procasp3 activ	JMJD2C inh	HCV core dimer	proCasp7 act	TPT1 inh	PP5 primary	PP1 counter	Fh CTSL1 inh
COc1ccc(-n2c(C)cc(C(=O)COc3ccc(-n4cnnn4)cc3)c2C)cc1	0.8	10	-8	42	-3	-3	-1.0	6	2
CN1CCN(CCN2CCn3c2nc2ccccc23)CC1	-0.1	3	-8	-17	-8	-2	2.1	1	-1

# Going on with the list.
Compound	Efflux pump inh	procasp3 activ	JMJD2C inh	HCV core dimer	proCasp7 act	TPT1 inh	PP5 primary	PP1 counter	Fh CTSL1 inh
CSc1ccc(CNc2ccccc2)cc1	0.0	2	3	-4	8	-2	1.0	1	1
CCC(c1nnc(SCC(=O)Nc2nnc(-c3ccccc3)o2)o1)N(C)C (configuration not stated)	0.2	-2	5	-9	-6	15	3.6	-1	-3
CCOc1ccc(C(C)=O)cc1COC(=O)C(C)N=C1NS(=O)(=O)c2ccccc21 (configuration not stated)	-0.1	5	-5	0	-3	0	1.3	6	2
Cc1nc2ccc(N=NN(C)C)cc2[nH]1	0.0	-10	9	-6	-2	-3	2.4	-4	-4
O=C(Nc1cccnc1)c1cc(-c2cccnc2)nc2ccc(Br)cc12	0.2	7	-15	19	-4	-5	1.2	-3	0
COc1ccc(Cl)cc1N(C(C)C(=O)NC1CCCC1)S(C)(=O)=O (configuration not stated)	0.0	-8	33	1	3	0	-1.0	-1	-1
Cc1cc(C)cc(NC(=O)CSc2nccn2Cc2ccco2)c1	0.1	4	-1	8	-4	-1	4.1	-3	14
Cc1c(C(=O)NCC2COc3ccccc3O2)oc2ccc(S(=O)(=O)N(C)C3CCCCC3)cc12 (configuration not stated)	0.2	2	-1	17	-8	1	4.7	6	-2
O=C(c1ccc(F)cc1)N1CCCCC(Sc2nnnn2-c2ccccc2)C1=O (configuration not stated)	-0.1	4	1	10	1	-2	1.2	2	0
O=C(COCc1cc(-c2ccc3c(c2)OCO3)on1)N1CCN(c2cccc(C(F)(F)F)c2)CC1	0.1	3	-2	6	-12	0	5.5	4	-1
O=C(O)c1ccc(N2CCCCCC2)c(N2C(=O)c3ccccc3C2=O)c1	-0.1	3	-9	-2	-1	-6	3.0	-4	-3
Cc1ccc(Cl)c(NC(=O)COC(=O)c2nn(C)c(=O)c3ccccc23)c1Cl	0.0	0	-6	x	-2	x	0.7	-4	x
Cn1c(N)c(C(=O)COC(=O)CC(NC(=O)c2ccccc2Cl)c2ccccc2)c(=O)n(C)c1=O (configuration not stated)	0.6	-6	0	2	1	0	-0.3	5	0
CN(CCOc1ccccc1)CC(=O)Nc1cccc(C#N)c1	0.1	8	6	2	-6	1	2.7	1	1
CCC(CC)C(=O)c1c[nH]c(C(=O)N2CCN(c3ccc(OC)cc3)CC2)c1	1.0	-7	-10	-1	3	3	-1.2	0	-4
Cc1ccc(NC(=O)c2ccc(NCc3ccco3)c([N+](=O)[O-])c2)cc1Cl	0.1	0	10	13	1	9	0.8	8	1
CN(CCc1ccccn1)Cc1ccc(Cl)c(Cl)c1	-0.1	0	0	-12	-3	-4	-4.8	-5	8
O=C(NCc1ccccn1)c1ccc(OC2CCN(Cc3ccccc3O)CC2)cc1	-0.1	-3	3	-3	1	-4	-4.0	-3	0
Cc1cc(Br)ccc1NC(=O)CN(C)C(=O)CNC(=O)Cc1ccccc1	0.1	0	2	x	0	x	-1.7	-5	x
O=C(Nc1ncnc2sc3c(c12)CCC3)c1ccco1	0.0	-3	4	2	7	1	2.1	-6	-1

# Further records:
Compound	Efflux pump inh	procasp3 activ	JMJD2C inh	HCV core dimer	proCasp7 act	TPT1 inh	PP5 primary	PP1 counter	Fh CTSL1 inh
CC(=O)Nc1ccc(C(=O)Nc2nnc(CCc3ccccc3)s2)cc1	-0.1	3	-11	-1	2	0	-1.3	-1	-4
Cn1/c(=N/NC(=O)c2cccc(OC(F)F)c2)sc2ccccc21	-0.3	-3	-8	-8	-4	-1	1.8	0	1
CCn1cc(C(=O)O)c(=O)c2cc(F)c(N3CCN(C(=S)NC(=O)c4cccc(C)c4)CC3)cc21	0.1	-4	6	-2	-2	5	0.4	4	0
Cc1ccc(C)c(OC(=O)CN2C(=O)c3ccccc3C2=O)c1	-0.2	-1	10	14	-11	2	0.8	-1	4
CCN1C(=O)C2(Nc3ccccc3-c3nc4ccccc4n32)c2cc(OC)ccc21 (configuration not stated)	-0.2	-5	7	1	5	0	4.9	4	6
COc1ccccc1C(=O)NC(=O)CSc1nncn1C(C)C	0.0	0	i	-4	2	3	1.9	2	-3
c1cncc(-c2noc(CC3CCCCC3)n2)c1	0.1	-3	-5	4	-1	1	4.1	0	-2

# The order is random. Share with any hit: about 2.9%.
